Compound activity: PubChem, several laboratories
TRPML3 ag: human mucolipin-3 channel agonism; Q8TDD5; HEK293 TRPML3-YFP, Fluo-8 calcium fluorescence; 100% = the carbachol control signal; activation, % at 3 µM; actives 0.29% (n = 220,000); AID 1448;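 active means activation above its plate's cutoff, the mean activation of the plate's test wells plus 3 SD, cut at about 12% in these data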;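 further: 0% = DMSO only wells and 100% = carbachol wells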
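Test system – HEK293 line with stable expression of human TRPML3-YFP channel · Control set – carbachol 87 µM final as high control (100%), DMSO as low control (0%) · Signal – Fluo-8 calcium dye fluorescence, ex 470-495, em 515-575 nm · Incubation – 1-h 37 °C dye load, 5-s basal, 120-s post-compound reads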
EP2 mod: modulates human prostaglandin E2 receptor EP2 signaling. actives 0.83% (n = 260,000). EP2-expressing cells, cAMP HTRF FRET, PGE2 co-stimulation. induction, % at 25 µM;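 active means compounds whose cAMP rise, as percent of the full-agonist control response, exceeds 60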;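 further: rat C6 glioma line stably carrying human EP2 under a CMV promoter; the protocol text gives 20 µM as final concentration; 100% = response of wells given 1 µM PGE2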
Target sequence (P43116 whole entry, looked up): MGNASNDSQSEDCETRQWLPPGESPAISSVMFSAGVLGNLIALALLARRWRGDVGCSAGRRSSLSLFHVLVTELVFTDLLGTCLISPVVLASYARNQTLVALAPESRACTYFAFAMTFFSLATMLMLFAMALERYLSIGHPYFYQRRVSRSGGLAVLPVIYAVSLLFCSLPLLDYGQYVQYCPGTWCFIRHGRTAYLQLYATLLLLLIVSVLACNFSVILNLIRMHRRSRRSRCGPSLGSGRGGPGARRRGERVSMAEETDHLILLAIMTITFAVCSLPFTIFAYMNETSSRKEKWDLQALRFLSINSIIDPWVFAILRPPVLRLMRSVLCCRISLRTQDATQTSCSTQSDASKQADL
CHOP inhibitor: blocks CHOP induction under ER stress. CHO-K1 CHOP-promoter luciferase, tunicamycin-induced, 15-18 h. inhibition, % at 10 µM. actives 3.8% (n = 220,000). AID 2732;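 active means compounds that reduced the stress-induced luciferase reporter signal by more than about 70% of percent inhibition, limit read from the data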;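 further: 0% = tunicamycin plus vehicle and 100% = wells without tunicamycin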
EP2 antag: inhibitors of human EP2 prostaglandin E2 receptor. inhibition, % at 25 µM. P43116. AID 1422. actives 0.52% (n = 260,000). C6 glioma cells expressing human EP2, cAMP TR-FRET; cells stimulated with saturating PGE2;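 active means percent inhibition above 40 after rounding to a whole number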;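 further: rat C6 glioma host cells with rolipram phosphodiesterase inhibitor present; the protocol text gives 20 µM as final concentration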
TRPN1 ag: agonists of zebrafish TRPN1 channel; HEK293 zebrafish TRPN1-YFP, Fluo-8 calcium fluorescence; 100% = response to 87 µM carbachol; activation, % at 3 µM; actives 0.18% (n = 220,000);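 active means activation above its plate's cutoff, the mean activation of test wells on that plate plus 3 SD, cut at about 19% in these data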;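 further: 0% = DMSO alone and 100% = 87 µM carbachol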
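Material: zebrafish TRPN1-YFP in HEK293 cells. Doses: one dose of 3 µM, 0.3% DMSO. Incubation: dye 1 h 37 °C plus 30 min RT. Measured by: intracellular calcium fluorescence with Fluo-8.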
PPC-1+TRAIL kill: kills PPC-1 cancer cells in the presence of TRAIL; PPC-1 cells + TRAIL, ATPLite viability luminescence; cell killing (% activity), % at 4 µM; actives 0.41% (n = 220,000); AID 1443;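 active means cell killing above 50% in the first pass at 4 µM, then a duplicate retest at 5 µM averaging 50% or more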;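 further: plate controls were cells with TRAIL plus DMSO for no effect and medium-only wells lacking cells for full effect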
NPY-Y1 PAM-ag: human NPY-Y1 potentiation or agonism, primary screen | actives 0.37% (n = 220,000) | activation, % at 3.6 µM | AID 1304 | NPY-Y1 expressing cells, potentiator/agonist activation | P25929; in the data active means activation above about 33%, passing the limit was not always enough;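 further: cells stimulated with NPY at EC10 then isoproterenol at EC100; 0% = low agonist plus stimulus and 100% = saturating agonist plus stimulus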
14-3-3 Bad inh: disrupts binding of bovine 14-3-3 zeta to phospho-Bad peptide. inhibition, % at 21.7 µM. TR-FRET 14-3-3zeta/Dy647-pBad peptide displacement, 1 h. actives 0.71% (n = 220,000). P63103;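 active means inhibition above about 70%, limit read from the data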;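 further: 0% = full 14-3-3 plus peptide FRET controls and 100% = background without 14-3-3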
Target sequence (P63103 whole entry, looked up): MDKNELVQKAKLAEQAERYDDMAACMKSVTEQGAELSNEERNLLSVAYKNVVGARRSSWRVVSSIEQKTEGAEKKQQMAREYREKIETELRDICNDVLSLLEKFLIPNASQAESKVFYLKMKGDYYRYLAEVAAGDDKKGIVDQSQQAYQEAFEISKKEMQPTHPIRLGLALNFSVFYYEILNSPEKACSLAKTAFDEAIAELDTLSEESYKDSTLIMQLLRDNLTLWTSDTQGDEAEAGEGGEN
NPY-Y1 antag: antagonists of human neuropeptide Y receptor Y1. P25929. actives 1% (n = 200,000). HEK293-CNG Y1 cells, membrane potential fluorescence; NPY at EC95, then isoproterenol. inhibition, % at 3.6 µM;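 active means inhibition above the campaign mean inhibition of all tested compounds plus 3 SD, cut at about 20% in these data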;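 further: 0% = DMSO wells given NPY plus isoproterenol and 100% = isoproterenol alone without NPY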
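Material: HEK293 cells co-expressing NPY Y1 receptor and cyclic-nucleotide gated channel. Timing: compound incubation 1 h at room temperature, readout 45 min post-stimulation. Signal: fluorescence, membrane potential probe.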
* marks the source's active call; other numbers are inactive results; / = not tested or not shown; & = joins results of further samples; [ ] = another dose, or the depositor's remark.

SMILES	TRPML3 ag	EP2 mod	CHOP inhibitor	EP2 antag	TRPN1 ag	PPC-1+TRAIL kill	NPY-Y1 PAM-ag	14-3-3 Bad inh	NPY-Y1 antag
Cc1ccc(OCCN2C(=O)NC3(CCc4ccccc4C3)C2=O)cc1 (configuration not stated)	-0.7	34	29	3	-2.2	-3	-26	-13	3
Cc1c(NC(=O)C(C)OC(=O)c2cccnc2)c(=O)n(-c2ccccc2)n1C (configuration not stated)	1.0	26	17	7	-0.1	21	14	0[fluorescence artefact?]	-4
COC(=O)c1ccccc1NC(=O)Nc1ncccc1C	0.0	3	-14	2	0.1	15	-5	1	1
Cc1nc2ccccn2c1/C(O)=C1\C(=O)C(=O)N(CCCn2ccnc2)C1c1ccncc1 (configuration not stated)	0.9	6	-7	10	1.7	14	-1	42	7
Cc1nnc(NC(=O)c2ccccc2Br)s1	0.6	42	-31	6	-0.6	-4	3	-6	1
O=C(O)C1CC(=O)N(c2ccc(OCc3c(F)cccc3Cl)cc2)C1 (configuration not stated)	0.2	-38	0	-4	-0.2	13	-7	-7	-5
COc1cc(N(C)C)c([N+](=O)[O-])cc1C(=O)N1CCN(Cc2ccccc2)CC1	1.2	-16	31	9	0.2	5	9	0	-7
O=C(NNC(=S)NCc1ccccc1)c1ccc(OC(F)F)cc1	1.2	-24	4	3	-0.8	11	-13	-24	9
CCOC(=O)c1sc(=S)n(-c2ccccc2OC)c1N	0.9	2	1	14	2.3	24	2	9	15
O=C(c1cnc2sccn2c1=O)N1CCN(c2ccccc2Cl)CC1	0.2	28	14	4	0.9	11	6	-2	/
CCOP(=O)(OCC)C(Nc1cccc(C(F)(F)F)c1)c1ccc(C)cc1 (configuration not stated)	-0.2	36	12	-2	-1.5	-12	2	-6[fluorescence artefact?]	5
O=c1cc(C(F)(F)F)[nH]c2c(OC(F)(F)F)cccc12	4.4	10	-5	7	11	10	-16	10	/
COc1cc(C=O)c(Br)cc1OC1CCCC1	0.0	35	45	18	-1.9	1	6	1	-5
O=C1CCSc2ccc(Cl)cc2N1Cc1ccccc1	0.5	-27	13	7	-1.4	-6	-11	-4	1
COc1cccc(NC(=O)c2cc(Cl)nnc2Cl)c1	0.6	-2	-4	4	-0.3	12	3	-10	3
COCCN(CCOC)Cc1c(O)ccc2c3c(c(=O)oc12)CCC3	1.0	21	13	6	-0.7	8	12	-4	0
CCOC(=O)N1CCC(N2CCCC(C(=O)c3ccccc3OC)C2)CC1 (configuration not stated)	1.1	5	14	2	0.6	14	6	0	6
COc1cccc(C(=O)NC2CCN(CC(=O)Nc3cccc(C)c3C)CC2)c1	0.3	-86	3	9	-0.7	15	-14	-1	3
O=C(Cc1ccccc1)NNC1=NS(=O)(=O)c2ccccc21	0.6	26	10	13	1.0	7	8	4	-3
CCCCOc1ccc(S(=O)(=O)N2CCCCCC2)cc1	6.5	17	91*	11	-0.7	-33	-10	3	-2
COc1ccc(-c2nn(C)c(=O)c3ccccc23)cc1CNC(=O)NC1CCCCC1	0.2	-20	36	2	-0.9	-2	-13	50	0
COC(=O)c1cccc(N2C(=O)C3CC=CCC3C2=O)c1 (configuration not stated)	-0.4	28	-7	6	3.4	19	-8	-1	1
CC(=O)c1cc(CC(=O)N2CCc3c([nH]c4ccccc34)C2c2ccccn2)cs1 (configuration not stated)	0.8	-70	3	14	-3.2	/	5	-18	22*
COc1ccc(C2=C(Nc3ccc(C)cc3)c3ccccc3C2=O)cc1	0.2	-20	23	8	-2.6	-2	-7	-15	3
CCOC(=O)c1[nH]c(C)c(/C(O)=C2\C(=O)C(=O)N(CCCn3ccnc3)C2c2ccncc2)c1C (configuration not stated)	0.1	24	5	15	0.6	-10	12	10	-3
COC(=O)C1=C(C(=O)OC)[C@@H]2N(C)c3ccccc3[C@@]23C[C@@H](C(=O)OC)N(C(=O)c2ccc(Br)cc2)C3=N1	/	1	-14	7	/	-6	/	-3	/
CCCCOc1ccc(CSC(CC(=O)O)C(=O)O)cc1 (configuration not stated)	0.5	34	18	12	-0.1	18	5	4[fluorescence artefact?]	-4
NNC(=O)c1ccc(COc2ccc([N+](=O)[O-])cc2)o1	-0.3	-15	10	-2	0.7	1	-11	-4	/
Cc1cccc(NC(=O)N2CCC(NC(=O)c3ccco3)CC2)c1	0.0	-1	-1	6	1.4	/	3	-7	2
Nc1ccc(N2CCN(C(=O)c3cccs3)CC2)cc1	0.8	-63&-16	13	6&20	1.3	13	-6	13	-4
CCc1nnc(NC(=O)CN2CCN(c3ccccc3F)CC2)s1	0.4	3	23	11	0.5	14	-18	-3	13
COC(=O)c1ccc(C(=O)OC)c(NC(=S)N2CC(C)CC(C)C2)c1 (configuration not stated)	-1.0	54	16	10	-1.4	8	4	-16	-1
CCN(CC)CCN(C(=O)c1cccc([N+](=O)[O-])c1)c1nc2ccc(OC)cc2s1	0.8	41	-15	5	0.9	13	14	-5	1
Cc1ccc(S(=O)(=O)CCC(=O)OCC(=O)c2c[nH]c3ccccc23)cc1	-0.1	-66	-8	9	-1.5	0	0	-10	2
COc1ccc(S(=O)(=O)NC(C)C)cc1C(=O)N1CCOCC1	-0.7	22	-4	2	0.2	3	-13	-12	-2
CCOc1ccc(OCCCN(C)C)cc1	0.6	9	12	14	-0.4	20	18	67[fluorescence artefact?]	6
CCCCOc1ccc(CSC(=N)N)cc1[N+](=O)[O-]	0.4	-24	33	30	-1.4	16	-24	-8[fluorescence artefact?]	6
O=C1c2ccccc2C(Nc2ccc3c(c2)OCCO3)N1c1ccccn1 (configuration not stated)	0.6	28	14	5	-0.4	/	-13	-7	4
CCCn1c(-c2nonc2N)nc2ccccc21	-1.0	34	32	9	-2.6	0	-6	6[fluorescence artefact?]	7
CCN(CC)C(=S)SCC(=O)Nc1nc(-c2ccccc2)c(-c2ccccc2)o1	0.6	-2	57	6	-0.7	20	21	0	1
Cc1c(C(=O)NCCC2=CCCCC2)cccc1[N+](=O)[O-]	-0.5	-6	12	8	-3.3	6	5	5	4
Cc1cccc(N2C(=O)CCC2=O)c1	0.6	27	-1	11	2.7	11	-10	-1	-2
Cc1ccc(NC2=C(Cl)C(=O)OC2OC(=O)c2ccc(C)cc2)cc1 (configuration not stated)	-0.6	-2	-15	9	-1.5	/	-18	2	-1
CCOC(=O)C1=C(CC)OC(N)=C(C#N)C1c1ccsc1 (configuration not stated)	1.4	57	-20	6	0.5	29	-11	-2[fluorescence artefact?]	7
CC(C)NC(=O)c1nc2ccccc2s1	-0.1	5	31	6	-0.5	8	3	11	-4
CCNC(=S)Nn1cnc2ccccc21	0.1	-12	-15	4	1.3	4	6	-1	/
COc1cc(/C=N/NC(=O)CSCc2ccc([N+](=O)[O-])cc2)cc(OC)c1OC	0.3	-37	20	7	0.2	2	6	0	3
COc1ccccc1N(C)S(=O)(=O)c1ccc(C(=O)OCC(=O)N(C)c2ccccc2)cc1	0.7	-7	24	1	1.1	14	-3	-20	-4
Cc1ccc(NC(=O)CCC(=O)OCC(=O)c2ccc(Oc3ccc([N+](=O)[O-])cc3)cc2)cc1C	1.3	-30	-10	/	2.0	-3	-10	6	-4
COC(=O)c1ccccc1NC(=O)c1ccc(COc2cc(C)cc(C)c2)o1	0.9	18	26	8	-0.8	10	-9	-7	6
CC(C)(C)NCCOc1ccc2ccccc2c1	1.0	-16	-7	1	-0.5	-4	-4	8	9
Cc1ccc(NC(N)=S)cc1C	0.8	8	11	7	-0.2	16	-18	-5	6

Not all compounds are listed. The share of hits here may be higher or lower than overall.
